Source: PubChem BioAssay (several laboratories)
Mac1 fbg inh: CD11b/CD18-fibrinogen binding inhibition; inhibition, % at 10 µM; AID 1497; K562 CD11b/CD18 adhesion to fibrinogen, ATPlite luminescence; Mn2+ added to activate the integrin; 93,000 compounds, 0.54% hits; P05107+P11215;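 active = primary inhibition of 50% or more at 10 µM, then 40% or more on retest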; also: some results filed as inactive read as strong as hits
Ecoli WT expand: growth inhibitors of E. coli BW25113 wild type. OD600 absorbance. growth inhibition, % at 100 µM. 98,000 compounds, 0.15% hits. AID 710;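 active = growth inhibition above about 50% at one test dose, limit read from the data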;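 also: growth measured after 20 h incubation at 37 °C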
CD11b adhes enh: increases human CD11b/CD18 adhesion to fibrinogen | activation, % at 10 µM | P05107+P11215 | 93,000 compounds, 0.07% hits | AID 1499 | K562 CD11b/CD18 adhesion to fibrinogen, ATPlite luminescence;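 active = 10 µM primary screen giving 50% or more activity, confirmed by 40% or more on retest at that dose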; also: strong numbers were not always called active; reference of the scale not given here
MT1-MMP txn act: activates MT1-MMP transcription; HT1080 MT1-MMP promoter luciferase reporter, luminescence, overnight; hits give high values; activation factor at 10 µM; 86,000 compounds, 0.16% hits;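 active = activation factor of at least 2 for MT1-MMP transcription at 10 µM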
ERa SRC1 pot: enhances coactivator binding to human estrogen receptor alpha; P03372; TR-FRET ERalpha-LBD/SRC-Cy5 coactivator binding, 2 h; 100 = basal binding, no effect; coactivator binding (% of control), % at 25.6 µM; 86,000 compounds, 1.3% hits; in the data active = activity above about 200%;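 also: binding measured in presence of low estradiol as agonist stimulus; 0% = peptide alone without receptor and 100% = receptor with peptide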
ERb coact inh: blocks coactivator binding to human estrogen receptor beta; 86,000 compounds, 1.3% hits; Q92731; TR-FRET ER-beta LBD / SRC1-Cy5 peptide binding; receptor agonist-loaded with 1 µM estradiol; inhibition, % at 25.6 µM;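 active = compounds whose percent inhibition of the receptor-coactivator binding signal exceeds about 50% in the single-dose screen, limit read from the data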;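 also: 0% = receptor plus peptide wells without compound and 100% = peptide-only wells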
PLAP act: activates human placental alkaline phosphatase | P05187 | purified PLAP enzyme, luminescent substrate read-out; hits give high values | activation fold at 20 µM | 96,000 compounds, 1.2% hits | AID 696; in the data active = activation fold above about 2
FAK inh: inhibitors of human focal adhesion kinase | inhibition, %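 (tested at 7 µM)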 | biochemical FAK kinase activity assay | AID 727 | 97,000 compounds, 0.84% hits; in the data active = inhibition above about 19%;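 also: 0% = DMSO and 100% = reference compound high control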
Target sequence (Q05397 whole entry, looked up): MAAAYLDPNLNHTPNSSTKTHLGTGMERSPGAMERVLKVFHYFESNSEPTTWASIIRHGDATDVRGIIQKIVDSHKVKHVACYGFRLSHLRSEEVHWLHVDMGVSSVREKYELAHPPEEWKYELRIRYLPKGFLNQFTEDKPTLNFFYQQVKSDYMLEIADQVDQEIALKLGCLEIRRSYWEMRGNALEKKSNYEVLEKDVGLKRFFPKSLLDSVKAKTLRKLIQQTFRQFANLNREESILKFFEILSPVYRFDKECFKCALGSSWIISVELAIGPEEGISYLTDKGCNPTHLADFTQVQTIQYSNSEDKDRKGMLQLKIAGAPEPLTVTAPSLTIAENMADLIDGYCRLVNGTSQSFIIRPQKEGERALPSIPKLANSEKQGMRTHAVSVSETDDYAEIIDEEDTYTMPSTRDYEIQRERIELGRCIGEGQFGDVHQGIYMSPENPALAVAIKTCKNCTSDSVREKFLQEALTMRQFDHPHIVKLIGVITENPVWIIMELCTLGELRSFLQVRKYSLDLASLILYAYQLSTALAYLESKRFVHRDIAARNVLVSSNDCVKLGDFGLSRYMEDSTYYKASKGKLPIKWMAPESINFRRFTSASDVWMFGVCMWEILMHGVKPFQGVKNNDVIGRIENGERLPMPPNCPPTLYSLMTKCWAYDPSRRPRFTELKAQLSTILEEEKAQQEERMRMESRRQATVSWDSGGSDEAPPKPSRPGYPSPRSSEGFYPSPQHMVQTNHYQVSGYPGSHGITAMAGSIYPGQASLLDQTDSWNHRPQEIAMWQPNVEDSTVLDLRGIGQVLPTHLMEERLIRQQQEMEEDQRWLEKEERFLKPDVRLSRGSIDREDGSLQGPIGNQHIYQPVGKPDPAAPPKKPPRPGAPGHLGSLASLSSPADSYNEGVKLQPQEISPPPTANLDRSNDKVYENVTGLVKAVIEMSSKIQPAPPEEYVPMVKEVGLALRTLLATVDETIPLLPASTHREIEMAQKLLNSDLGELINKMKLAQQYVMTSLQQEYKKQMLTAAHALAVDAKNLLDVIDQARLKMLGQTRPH
ERa SRC1 inh: blocks coactivator binding to human estrogen receptor alpha; inhibition, % at 25.6 µM; TR-FRET ER-alpha LBD / SRC-1 peptide, estradiol-bound; 86,000 compounds, 1.7% hits; in the data active = inhibition above about 50%;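 also: 0% = receptor plus peptide control and 100% = peptide only without receptor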
Numbers without * were called inactive; nt = not tested or not shown; [ ] = another dose, or the depositor's remark.

compound,Mac1 fbg inh,Ecoli WT expand,CD11b adhes enh,MT1-MMP txn act,ERa SRC1 pot,ERb coact inh,PLAP act,FAK inh,ERa SRC1 inh
Cc1ccc(C(=C2C3C=CC2C2C(=O)NC(=O)C32)c2ccc(C)cc2)cc1 (stereo unspecified),-1,6,-4,1,58,-5,1,4,11
COc1ccccc1CC(=O)Nc1ccc(-c2noc(COc3ccc(Br)cc3)n2)cc1,-2,-7,-3,0.9,101,4,1,0,17
COc1ccc(/C(O)=C2/C(=O)C(=O)N(Cc3cccnc3)C2c2ccco2)cc1OC (stereo unspecified),nt,8,nt,1.1,98,-1,0.9,0,-1
Cc1cnc(C(=O)N2CCN(S(=O)(=O)c3ccc4ccccc4c3)CC2)cn1,-11,2,-6,1.2,98,-1,1.3,3,2
O=C1c2ccccc2C(=O)N1CCc1nc2ccccc2c(=O)n1CCCn1ccnc1,-5,-3,-4,1.2,126,2[fluorescence artefact?],1,1,2[fluorescence artefact?]
CC1CC(C)CN(S(=O)(=O)c2ccc(C(=O)Nc3nnc(-c4cccs4)o3)cc2)C1 (stereo unspecified),8,4,-2,1.2,117,-8[fluorescence artefact?],1.1,2,3
CC1=C(C(N)=O)C(c2ccco2)C(C(N)=O)=C(C)N1,-6,2,-4,1.2,113,0,1,1,-13
c1ccc(-n2cnnc2SCc2nc3ccccc3s2)cc1,-9,-6,8,1.6,99,-12,0.8,-5,-7
O=C1Nc2ccccc2C12OCCO2,-5,7,0,1.1,133[fluorescence artefact?],-13[fluorescence artefact?],0.9,-1,-9
COC(=O)c1ccc(NC(=O)CSc2nnc(COc3ccccc3)n2C)cc1,58,-6,-9,1,98,-3[fluorescence artefact?],0.8,1,-17
O=C(c1cc2ccccn2n1)N1CCCC1,4,3,1,1.2,98[fluorescence artefact?],29,0.9,-2,9[fluorescence artefact?]
O=C(NCC1CCCO1)NC1(C(F)(F)F)Oc2ccccc2O1 (stereo unspecified),-7,-1,0,1.1,111[fluorescence artefact?],1[fluorescence artefact?],0.9,-3,1[fluorescence artefact?]

Overlap with the part before: 6 entries; new compounds follow.
compound,Mac1 fbg inh,Ecoli WT expand,CD11b adhes enh,MT1-MMP txn act,ERa SRC1 pot,ERb coact inh,PLAP act,FAK inh,ERa SRC1 inh
CC1=C(C(N)=O)C(c2ccco2)C(C(N)=O)=C(C)N1,-6,2,-4,1.2,113,0,1,1,-13
c1ccc(-n2cnnc2SCc2nc3ccccc3s2)cc1,-9,-6,8,1.6,99,-12,0.8,-5,-7
O=C1Nc2ccccc2C12OCCO2,-5,7,0,1.1,133[fluorescence artefact?],-13[fluorescence artefact?],0.9,-1,-9
COC(=O)c1ccc(NC(=O)CSc2nnc(COc3ccccc3)n2C)cc1,58,-6,-9,1,98,-3[fluorescence artefact?],0.8,1,-17
O=C(c1cc2ccccn2n1)N1CCCC1,4,3,1,1.2,98[fluorescence artefact?],29,0.9,-2,9[fluorescence artefact?]
O=C(NCC1CCCO1)NC1(C(F)(F)F)Oc2ccccc2O1 (stereo unspecified),-7,-1,0,1.1,111[fluorescence artefact?],1[fluorescence artefact?],0.9,-3,1[fluorescence artefact?]
CCCn1c(SCC(=O)Nc2sc(C)c(C)c2C(=O)OCC)nc2c1c(=O)n(C)c(=O)n2C,-3,-8,-6,0.9,88,19,1,2,5
CCC(=O)Nc1cccc(-c2nnc(SCC(=O)NCc3ccco3)n2C)c1,nt,0,nt,1.2,nt,nt,0.9,0,nt
Nc1ccccc1C(=O)NNc1ncc(C(F)(F)F)cc1Cl,6,4,-2,nt,nt,nt,2*,0,nt
O=C(CC(c1ccccc1)c1cc(Br)ccc1O)NCc1ccco1 (stereo unspecified),-3,15,-1,1,77,-13,1.4,-1,14
COc1ccccc1C1NC(=O)NC(C)=C1C(=O)OC1CCCCC1 (stereo unspecified),nt,-3,nt,1,121,-4,nt,nt,-15
COC(=O)c1c(NC(=O)C2(C)Cc3ccccc3C(=O)O2)sc2c1CCCC2 (stereo unspecified),16,-11,-3,nt,nt,nt,0.9,12,nt
O=S(=O)(NCc1csc(-c2cccnc2)n1)c1ccc2c(c1)OCCO2,-4,4,1,1.3,104,-27,0.9,2,-40
Cc1cnc(NC(=O)CSc2nnc(COc3c(C)cccc3C)o2)s1,-10,-4,1,1.2,101,-6,1,2,-3
O=C(CCCc1ccccc1)NCCN1CCOCC1,-14,7,-4,1.2,112,0,0.9,-3,3
CCn1c(CNC(=O)Cc2ccc(OC)cc2)nnc1SCC(=O)NC1CCCCC1,-14,-15,-5,1.2,112,6,1.3,2,-7
O=C(c1ccc(F)cc1F)N1CCN(c2ncccn2)CC1,nt,-2,nt,1.2,92,0,1,0,-4
COc1ccc(C(=O)Oc2cccnc2)cc1OC,-1,-7,2,1,115,-9,1.2,2,-43
COc1ccc(CN2CCN(c3ncccn3)CC2)c(OC)c1,-21,0,3,1,118,2,0.9,nt,-5
CCCC(=O)N(c1ccc(F)cc1)C1C=CS(=O)(=O)C1 (stereo unspecified),nt,-7,nt,0.9,115,-8[fluorescence artefact?],0.9,-5,-6
Cc1cc(=O)[nH]c(S/C=C/c2ccccc2)n1,-6,-12,1,1.2,94,-5,0.9,-5,5
Cc1noc2ncnc(Sc3c(Cl)cccc3Cl)c12,-33,-12,-3,1.1,78,2[fluorescence artefact?],0.9,0,21[fluorescence artefact?]
Cc1noc(C)c1S(=O)(=O)N1CCCC(C(=O)Nc2cccnc2)C1 (stereo unspecified),-9,-3,1,0.9,nt,nt,1,-6,nt
CCCCCn1c(CN2CCCCC2C)nc2c1c(=O)n(C)c(=O)n2C (stereo unspecified),nt,8,nt,1.4,114,-12[fluorescence artefact?],1.4,3,7[fluorescence artefact?]
CN(C)S(=O)(=O)c1cccc(-c2nnc(SCc3ccc4c(c3)OCCO4)o2)c1,-12,-10,10,1.1,129,-3[fluorescence artefact?],1.5,nt,-1
Cc1onc(-c2ccccc2Cl)c1C(=O)N1CCCCC1C(=O)O (stereo unspecified),-4,-3,-3,1,113,-3,1,-4,1
C=CCN1CC(c2nc3ccccc3n2CCOc2ccccc2)CC1=O (stereo unspecified),10,-3,1,1.1,127[fluorescence artefact?],-8,1.8,7,-5
Cc1cc(C)n(CC(=O)N2c3ccccc3Sc3ccccc32)n1,-4,4,-3,1.1,120,-18[fluorescence artefact?],1.1,0,-25
O=C(CC1NC(=O)NC1=O)Nc1ccccc1 (stereo unspecified),1,1,-1,1.2,114,3,0.9,-3,-1
CCCOc1nc2c(c(=O)n(C)c(=O)n2C)n1CCC,-7,1,-1,1.1,105,12,1.3,nt,1

Remaining list, next part
Letter code: A = Mac1 fbg inh; B = Ecoli WT expand; C = CD11b adhes enh; D = MT1-MMP txn act; E = ERa SRC1 pot; F = ERb coact inh; G = PLAP act; H = FAK inh; I = ERa SRC1 inh
C=CCn1c(SCC(=O)Nc2ccccc2OC)nnc1-c1ccco1
  A = -43 | B = -1 | C = 7 | D = 1 | E = 91[fluorescence artefact?] | F = 7 | G = 0.9 | H = 1 | I = 11[fluorescence artefact?]
O=C(Nc1ccccc1Cl)c1cc(S(=O)(=O)N2CCCC(C(=O)O)C2)ccc1F (stereo unspecified)
  A = 13 | B = 7 | C = -1 | D = 1.3 | E = 112 | F = -2 | G = 1.3 | H = 0 | I = 1
CCCNC(=O)Cn1nc(C(F)(F)F)c2c1CCCC2
  A = nt | B = nt | C = nt | D = nt | E = 117 | F = -1 | G = nt | H = 3 | I = -6
CCOC(=O)C(Cc1ccccc1)NC(=O)CNC(C)=O (stereo unspecified)
  A = -4 | B = 1 | C = -1 | D = 1.2 | E = 126 | F = -5 | G = 0.9 | H = -4 | I = 1
CCN(CC)c1ccc(C2C(C(C)=O)C(=O)CC(C)(O)C2C(C)=O)cc1 (stereo unspecified)
  A = nt | B = nt | C = nt | D = 1.2 | E = 111[fluorescence artefact?] | F = -6 | G = nt | H = -1 | I = -8
CCOC(=O)c1cnn(-c2cc(C(C)(C)C)nc3c(-c4ccccc4)c(C)nn23)c1N
  A = 1 | B = -16 | C = 0 | D = 1.1 | E = 104 | F = -12 | G = 0.8 | H = -1 | I = -3
Cc1ccc(C)c(-n2nnnc2SCC(=O)Nc2c(C)n(C)n(-c3ccccc3)c2=O)c1
  A = -22 | B = -2 | C = -5 | D = 1.2 | E = 96 | F = -14 | G = 1 | H = 0 | I = -2
COc1ccccc1NC(=O)Nc1ccnn1Cc1cccs1
  A = -6 | B = 2 | C = 0 | D = 1.1 | E = 130 | F = -1 | G = 0.9 | H = 0 | I = 0
N#CC1=C(SCC(=O)c2cc3ccccc3oc2=O)NC(=O)C(C#N)C12CCCC2 (stereo unspecified)
  A = 1 | B = -2 | C = 0 | D = 1.1 | E = 72[fluorescence artefact?] | F = 8 | G = 1.5 | H = 3 | I = 7[fluorescence artefact?]
CCCCOC(=O)c1ccc(NC(=O)Nc2ccc(OC)c(OC)c2)cc1
  A = -4 | B = -15 | C = 1 | D = 0.9 | E = 90 | F = 15 | G = 1.2 | H = 2 | I = 2
COc1ccc(-c2cc(C(=O)Nc3cnn(Cc4ccccc4C)c3)no2)cc1OC
  A = 17 | B = -14 | C = -3 | D = 1 | E = nt | F = nt | G = 1 | H = -2 | I = nt
CCn1c2ccc(Cl)cc2c2nc3ccccc3nc21
  A = -33 | B = -4 | C = 9 | D = 1.1 | E = 127 | F = -5 | G = 1 | H = -1 | I = 7
CC(C)(C)n1[nH]c2c3c(ccc2c1=O)C(=O)c1ccccc1C3=O
  A = -9 | B = 5 | C = 1 | D = 1.5 | E = 110[fluorescence artefact?] | F = -4 | G = 1.1 | H = 1 | I = 2
Cn1ccnc1SCC(=O)c1ccc(Br)cc1
  A = 0 | B = 12 | C = -1 | D = 1.6 | E = 108 | F = -4 | G = 0.9 | H = -1 | I = -5
COc1ccc(Cl)c(Cn2c(NCCCO)nc3c2c(=O)n(C)c(=O)n3C)c1
  A = -10 | B = 1 | C = -2 | D = 1.1 | E = 135 | F = -3 | G = 1 | H = 1 | I = -8
CC(CCc1ccccc1)NC(=O)C(Cc1ccccc1)NS(=O)(=O)c1cccs1 (stereo unspecified)
  A = 7 | B = 2 | C = 1 | D = 1.3 | E = 105 | F = -1 | G = 0.7 | H = 0 | I = -8
CCOC(=O)N1CCN(c2c(N3CC=C(c4ccccc4)CC3)c(=O)c2=O)CC1
  A = -17 | B = -3 | C = 0 | D = 1.1 | E = 116 | F = -3 | G = 1.5 | H = 2 | I = -2
O=C(Nc1cccnc1)c1ccco1
  A = -36 | B = 3 | C = -2 | D = 1.2 | E = 101 | F = 9 | G = 1 | H = 0 | I = 5
